Screening data from PubChem BioAssay.
TrxR1 substrate: is turned over as a substrate by rat TrxR1; O89049; purified TrxR1 substrate turnover, NADPH consumption readout; Potency, µM (highest dose often 114 µM), for inactives: at the top dose activity change, negative = substrate turnover; 390,000 tested, 0.01% active; note: potency is the fitted concentration of half-maximal effect; % is set by controls: 0 for no effect and ±100 for the full control effect; nearly all actives have a fitted effect of over 50% in size
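Rat TrxR1, dispensed at 90 nM, was prereduced with 400 uM NADPH (final) for 5 min at ~22 deg C, then incubated with compound 15 min before 400 uM selenite. A first-read NADPH fluorescence drop versus no-compound background flagged substrates.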
IDH1 R132H inh: inhibitors of human mutant IDH1 R132H | O75874 | IDH1-R132H enzyme, NADPH consumption, diaphorase/resazurin fluorescence | Potency, µM (titrated, usually from 76.6 µM), without a hit: top-dose activity change, negative = inhibition, hits mostly inhibitors | 390,000 tested, 0.093% active; note: potency is the fitted concentration of half-maximal effect; % is set by controls: 0 for no effect and ±100 for the full control effect; nearly all actives have a fitted effect of over 65% in size
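IDH1-R132H (0.5 ug/mL dispensed) in pH 7.5 Tris buffer was preincubated 30 min with compound, then given a substrate mix of 0.016 mM NADPH and 2 mM alpha-KG for 80 min at room temperature; remaining NADPH was read by diaphorase/resazurin fluorescence.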
PI4K2A inh: blocks human PI4K2A kinase activity; 420,000 tested, 0.13% active; activity change, negative = inhibition, % at 76.9 µM; purified PI4K2A, ADP-Glo luminescence, 1 h; hits give low values; in the data active = activity change below about -50%; inconclusive = mostly about -30% to -49%;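 note: -100% = wells without enzyme as full effect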
Target sequence (Q9BTU6 whole entry, looked up): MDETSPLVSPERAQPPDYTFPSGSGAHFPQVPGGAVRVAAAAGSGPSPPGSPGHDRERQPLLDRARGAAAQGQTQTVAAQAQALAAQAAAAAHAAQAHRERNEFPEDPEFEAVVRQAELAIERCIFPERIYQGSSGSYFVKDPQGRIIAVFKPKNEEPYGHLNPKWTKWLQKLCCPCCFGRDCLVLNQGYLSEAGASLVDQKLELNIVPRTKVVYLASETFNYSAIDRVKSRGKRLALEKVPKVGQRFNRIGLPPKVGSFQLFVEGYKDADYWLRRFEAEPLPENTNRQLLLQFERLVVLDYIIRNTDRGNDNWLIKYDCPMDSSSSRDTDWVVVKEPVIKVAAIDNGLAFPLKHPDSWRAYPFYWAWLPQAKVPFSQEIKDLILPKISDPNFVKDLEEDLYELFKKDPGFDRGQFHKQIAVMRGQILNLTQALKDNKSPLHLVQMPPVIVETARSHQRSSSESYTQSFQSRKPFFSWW
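In this quantitative HTS, ADP production by PI4K2A was quantified luminescently after 1 h at ambient temperature; 100 microM adenosine served as plate-quality control.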
Vif-A3G inh: inhibitors of Vif-APOBEC3G interaction; Q9HC16; HeLa A3G-eYFP + Vif (tagged APOBEC3G with the HIV-1 protein that degrades it), YFP fluorescence, overnight; Potency, µM (highest dose often 46.1 µM), for the others: top-dose activity, negative = active, most hits filed as inhibitors; 410,000 tested, 0.076% active;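 note: potency is the fitted concentration of half-maximal effect; % is set by controls: 0 for no effect and ±100 for the full control effect; nearly all actives have a fitted effect of over 60% in size; hits raise eYFP signal because A3G escapes Vif-driven loss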
Target sequence (Q9HC16 whole entry, looked up): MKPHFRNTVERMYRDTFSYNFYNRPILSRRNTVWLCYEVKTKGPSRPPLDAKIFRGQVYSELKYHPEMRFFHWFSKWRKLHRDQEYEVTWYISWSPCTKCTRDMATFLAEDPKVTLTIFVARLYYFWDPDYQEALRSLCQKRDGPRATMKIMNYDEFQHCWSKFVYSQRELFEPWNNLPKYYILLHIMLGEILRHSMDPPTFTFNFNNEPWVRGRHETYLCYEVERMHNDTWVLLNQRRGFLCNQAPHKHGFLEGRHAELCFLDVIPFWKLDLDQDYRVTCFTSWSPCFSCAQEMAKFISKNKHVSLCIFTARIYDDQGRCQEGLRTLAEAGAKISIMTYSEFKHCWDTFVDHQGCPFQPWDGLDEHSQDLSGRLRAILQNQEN
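HeLa cells stably expressing Vif and C-terminally eYFP-tagged A3G, seeded overnight at 37 deg C, then exposed to compound by pintool overnight at 37 deg C. Rise in yellow fluorescence (Ex 488/Em 500-530, Acumen) marks blocked Vif-driven A3G degradation.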
LDHA block: LDHA (human) enzyme inhibition | purified LDHA, NADH/diaphorase-resazurin fluorescence; hits give low values | P00338 | 480,000 tested, 0.15% active | AID 1347041 | activity change, % (values are at about 110 or 230 µM); in the data active = activity change below about -30%; inconclusive = mostly about -25% to -30%;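 note: plate controls were DMSO wells for no effect and wells without enzyme for full effect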
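Resorufin fluorescence (ex540/em590), read at 0 and 20 min after diaphorase/resazurin addition, reports the NADH left after a 5 min room-temperature reaction of 2 nM human LDH5 with 0.06 mM NADH and 0.2 mM pyruvate.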
Glioma ERSR ind: inducers of ER stress response in human glioma cells. U87-MG GRP78 promoter luciferase reporter, 16 h. AID 602332. Potency, µM, without a hit: at the top dose activation, most hits filed as activators. 420,000 tested, 0.02% active; note: potency is the fitted concentration of half-maximal effect; series mostly up to about 76 µM; % of control where 0% means no effect; nearly all actives have a fitted effect of over 35% in size
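ERSR induction read as luciferase luminescence (Bright-Glo, 10 min at room temperature) in stably transfected human U87-MG glioma cells exposed to compounds for 16 h, using GRP78 as sensor.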
RXFP1 agonist: activates the human relaxin receptor RXFP1; Q9HBX9; HEK293T-RXFP1 cAMP TR-FRET, 30 min; response scale: percent of porcine relaxin response, buffer zero; Potency, µM (series often up to 57.5 µM), inactives show at the top dose activation, usual class: activators; 370,000 tested, 0.3% active; AID 2676; note: potency is the fitted concentration of half-maximal effect; % is set by controls: 0 for no effect and ±100 for the full control effect; nearly all actives have a fitted effect of over 60% in size; many of its hits are not listed in these tables
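Agonist response is measured as cAMP accumulation in an RXFP1-transfected HEK293T line under PDE4 inhibition. Values are scaled between buffer-only and 29 nM porcine relaxin, and EC50s come from standard Hill equation fits.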
Vif-APOBEC3F blk: blocks the Vif interaction with APOBEC3F; HeLa A3F-eYFP + Vif (tagged APOBEC3F with the HIV-1 protein that degrades it), YFP fluorescence increase; Potency, µM (doses to about 46.1 µM), for the others: at the top dose activity, negative = active; 390,000 tested, 0.2% active; AID 602313; note: potency is the fitted concentration of half-maximal effect; % of control where 0% means no effect; nearly all actives have a fitted effect of over 65% in size
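Fluorescence increase (Ex 488/Em 500-530) after overnight compound treatment at 37 deg C flags inhibition of Vif-driven A3F-eYFP loss in stable HeLa A3F-eYFP/Vif cells seeded overnight beforehand.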
USP1 inh: blocks the human USP1/UAF1 deubiquitinase complex. Potency, µM (top dose mostly 57.1 µM), without a hit: at the top dose activity change, negative = inhibition, hits mostly inhibitors. recombinant USP1/UAF1, Ub-Rhodamine cleavage fluorescence. O94782. 390,000 tested, 0.23% active; note: potency is the fitted concentration of half-maximal effect; % is set by controls: 0 for no effect and ±100 for the full control effect; nearly all actives have a fitted effect of over 60% in size; inactives centre near -12
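USP1/UAF1 complex at 1 nM was preincubated with compound for 15 min at room temperature, then Ub-Rho substrate (150nM final) was added. Fluorescence (480/540 nm) was read kinetically, 6 reads every 60 seconds.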
Starred values were filed as active, the others as inactive; ? = inconclusive; nt = no result given; & = joins results of further samples; [ ] = remark or other dose. Unless noted, calls come from the whole dose curve; as a rule, active = well fitted curve in the direction sought with a large enough effect; inconclusive = small, poorly fitted or top-dose-only effect, or another doubt; inactive = no such curve, though single readings can be large; an effect the other way counts as inactive or inconclusive.

SMILES | TrxR1 substrate | IDH1 R132H inh | PI4K2A inh | Vif-A3G inh | LDHA block | Glioma ERSR ind | RXFP1 agonist | Vif-APOBEC3F blk | USP1 inh
Cc1ccccc1NC1=C(Cl)C(=O)OC1OC(C)C (stereo not drawn) | -6% | 8% | -10 | -1% | -11 | -3% | 2.5% | 4% | -8%
CC1(c2nnc(Cc3ccccc3)o2)CC(c2ccccc2Br)=NO1 (stereo not drawn) | -4% | -11% | -1 | -2% | -11 | -2% | 0.1% | 7% | 19%
CN(Cc1nc2ccccc2c(=O)[nH]1)C(=O)c1ccccc1OCc1ccc(Cl)cc1 | -3% | 13% | -1 | 1% | -4 | 8% | 0.1% | 3% | -16%
COc1ccc(C(=O)NNC(=O)c2cccc3ccccc23)cc1 | -7%[57.1 µM] | 6% | -2 | -5% | -8 | 4% | nt | -9% | -23%
O=C(NC1CCC(O)CC1)c1ccc(Br)o1 (stereo not drawn) | -7%[57.1 µM] | 2% | 1 | 1% | -1 | -2% | nt | 14% | ?
Nc1nc(NCc2ccccc2Cl)n(-c2ccccc2)n1 | 6%[57.1 µM] | 0% | -7 | 1% | -9 | -3% | -1.8% | 5% | -7%
COc1ccc(NCc2cccn2-c2nnc(N3CCOCC3)s2)cc1OC | 6% | 7% | 0 | 2% | 16 | -1% | -4.1% | -3% | -21%
COc1ccc(CNc2nc3c(c(=O)[nH]c(=O)n3C)n2Cc2ccccc2)cc1 | -2% | 3% | 2 | 0% | -9&2 | 1% | -0.6% | 1% | -15%
COCCNC(=S)Nc1ccc2nc(N3CCOCC3)cc(C)c2c1 | 20% | 0% | 1 | 1% | 6 | -1% | 1.8% | -1% | ?
Cn1nc(C(C)(C)C)cc1N1C(=O)CCC1(C)C(=O)Nc1ccc2c(c1)OCCO2 (stereo not drawn) | nt | nt | 4 | -3% | -5 | -2% | nt | nt | nt
Cc1ccc2nc(SCC(=O)NC3CCCC3)nc(=O)n2c1 | -7% | -1% | 1 | 0% | -2 | -4% | 18% | -6% | -16%
CC(=O)NCCNC(=O)c1ccc2c(=O)n(CCc3ccccc3)c(=O)[nH]c2c1 | 4% | -6% | -6 | 1% | -21 | -1% | 16% | -3% | -16%
Cc1noc(C)c1COC(=O)c1cc2c(C)nn(-c3ccc(F)cc3)c2s1 | -5% | 3% | 0 | -7% | 3 | 0% | 1.3% | 1% | -4%
COc1cc2ccccc2cc1C(=O)Nc1ccccc1Cl | 2% | 14% | 1 | 4% | -1 | 2% | 2.9% | -5% | -18%
CC(C)(C)c1cc2nc(NCc3cccc(Cl)c3)ccn2n1 | nt | nt | 0 | -4% | 13 | 0% | nt | nt | nt
O=C1NC(=S)N/C1=C\C=C\c1ccccc1 | 0% | -1% | 5 | -7% | -2 | 1% | 0.0% | -11% | -20%
COc1ccc(C)cc1N(CC(=O)N1CCC(C)CC1)S(=O)(=O)c1ccc(C)cc1 | 1% | -7% | 0 | -24% | -1 | 0% | 3.2% | -3% | -1%
CC1C2CC(CC1(C)C)N(C(=O)Nc1ccc3nccnc3c1)C2 (stereo not drawn) | 47%[activator] | 13% | -1 | -1% | 17 | 1% | 3.3% | ? | -17%
Cc1[nH]c2ccc(F)cc2c1CCNC(=O)C1CCCCC1C(=O)OCC(F)(F)F (stereo not drawn) | 6%[57.1 µM] | 3% | -1 | 0% | -4 | -3% | 6.9% | 1% | -11%
CC(C)C(NC(=S)NCc1ccccc1)C(=O)O (stereo not drawn) | 7%[57.1 µM] | -1% | 1 | 2% | -7 | 2% | 3.4% | 6% | -7%
CCN(CC)CCCC(C)Nc1nccc2cccc(Cl)c12 (stereo not drawn) | -3%[2.29 µM] | 0% | 0 | 2% | -1 | 2% | nt | 1% | -25%
COc1ccc(C(=O)NC(=S)N(C)Cc2ccccc2)cc1Br | 5% | -2% | -2 | 0% | -7 | -3% | 0.1% | -19% | -25%
O=C(COc1ccc(Cl)cc1Br)NNC(=O)C(=O)N1CCCCC1 | -7% | 3% | 1 | -7% | -3 | -2% | -0.8% | -10% | -21%
N#CCCN(NC1=NS(=O)(=O)c2ccccc21)C(=O)c1ccccc1Br | 0% | 0% | 3 | -4% | 0 | -3% | -2.8% | 3% | -15%
COc1ccc(C(=O)Nc2ccc(NC(=O)c3cccs3)c(OC)c2)cc1Cl | 19% | 4% | 0 | -5% | -5 | -6% | 0.8% | -11% | -13%
Cc1cccc(NC(=O)/C(C#N)=C\c2cn(CC(=O)O)c3ccccc23)c1 | 3%[57.1 µM] | 0% | 4 | 2% | -4 | -6% | 2.5% | 16% | -15%
CCOC(=O)C(C(=O)Nc1ccc(C)cc1)C1CCCCC1 (stereo not drawn) | 8%[57.1 µM] | 1% | -5 | ? | 1 | -3% | 0.2% | -7% | 1%
CC(=O)Nc1ccc(C(=O)N(C)C(C(=O)Nc2ccccc2)c2ccccn2)cc1 (stereo not drawn) | 0% | 9% | -3 | 0% | -3 | -4% | 1.8% | -9% | -16%
O=C(O)c1ccc(-c2nc(-c3ccc(Cl)cc3Cl)cs2)cc1 | 5% | 0% | 1 | -5% | 0 | 7% | 3.8% | 9% | 0%
O=C(COc1cccc(Br)c1)Nc1ccc(N2CCOCC2)cc1N1CCOCC1 | 1% | -2% | 3 | -6% | 5 | 4% | 1.5% | -4% | -28%
COc1ccc(NC(=O)Nc2cccc(F)c2)c(OC)c1 | 6% | 15% | 2 | 1% | 1 | 5% | 0.4% | 0% | -21%
O=C(Nc1nc2cc3c(cc2s1)OCCO3)c1ccc(N2C(=O)CCC2=O)cc1 | 6% | 11% | 4 | 4% | -4 | 1% | 0.0% | 6% | -10%
COc1ccc(-c2c(C#N)c(N)nc3c2CCCCCC3)cc1OC | 31%[activator] | -2% | 0 | -1% | -7 | -3% | -0.1% | -3% | -34%
Cc1ccc(NC(=S)/C(=C(\[O-])c2ccc(F)cc2)[n+]2ccccc2)cc1 | 5% | 2% | -5 | 0% | -7 | -7% | 16% | ? | -14%
CCOC(=O)CCc1cccc2c1CCC2=O | -7% | 5% | 4 | 1% | -1 | -2% | -1.8% | -1% | -7%
Cc1ccc(C(=O)CSc2nnc(-c3ccccc3N)n2C)cc1C | -6% | 9% | -10 | 3% | -4 | 0% | -1.7% | 1% | -25%
CCCN(CCC)S(=O)(=O)c1ccc(C(=O)N2CCn3c4c(c5cc(C)ccc53)CCCC42)cc1 (stereo not drawn) | 14%[11.4 µM] | -27% | 3 | -3% | 4 | -4% | -2.1% | 1% | -1%
O=C(NNS(=O)(=O)c1ccc(Br)cc1)c1sccc1-n1cccc1 | 6%[57.1 µM] | 1% | 3 | -7% | -1 | -2% | 2.1% | -8% | -12%
CCOc1cc2[nH]c(=O)n(Cc3ccc(C(=O)NCCCN4CCC(C)CC4)cc3)c(=O)c2cc1OCC | 1%[57.1 µM] | -7% | 1 | 0% | -4 | -2% | -0.1% | -1% | -17%
CCOC(=O)c1c(NC(=O)C2CC(Cl)=CCC2C(=O)O)sc2c1CCCCC2 (stereo not drawn) | 3% | -9% | -7 | 4% | -2 | 6% | 4.1% | 5% | -12%
COc1ccc(CCN(C)C(=O)C2CCCN(C3CCN(Cc4ccccc4)CC3)C2)cc1OC (stereo not drawn) | 2% | 3% | 4 | 6% | -25&-2 | -3% | -4.3% | -4% | -3%
CCn1ccnc1CNC(=O)C1CCC(=O)N(Cc2cccc(C(F)(F)F)c2)C1 (stereo not drawn) | 7% | -6% | 1 | 0% | -1 | 0% | 2.4% | 2% | -24%
COc1ccc(OC)c(/C=C/c2sc3ccccc3[n+]2C)c1 | -6% | nt | nt | -30% | -5 | -2% | nt | nt | nt
N#Cc1ccccc1COC(=O)CCCC1=NS(=O)(=O)c2ccccc2N1 | 3% | 9% | 1 | 1% | -9 | -3% | 2.3% | 2% | -12%
O=C(CNC(=O)c1cn2ccccc2n1)Nc1ccc(F)c(F)c1 | -2% | 7% | -2 | 1% | -3 | 2% | 0.9% | 6% | -5%

In the list so far, these contain a tert-butyl group.
SMILES | TrxR1 substrate | IDH1 R132H inh | PI4K2A inh | Vif-A3G inh | LDHA block | Glioma ERSR ind | RXFP1 agonist | Vif-APOBEC3F blk | USP1 inh
Cn1nc(C(C)(C)C)cc1N1C(=O)CCC1(C)C(=O)Nc1ccc2c(c1)OCCO2 (stereo not drawn) | nt | nt | 4 | -3% | -5 | -2% | nt | nt | nt
CC(C)(C)c1cc2nc(NCc3cccc(Cl)c3)ccn2n1 | nt | nt | 0 | -4% | 13 | 0% | nt | nt | nt

The listing continues.
SMILES | TrxR1 substrate | IDH1 R132H inh | PI4K2A inh | Vif-A3G inh | LDHA block | Glioma ERSR ind | RXFP1 agonist | Vif-APOBEC3F blk | USP1 inh
Cc1ccc(C)c(C(=O)CCC(=O)Nc2ccc(F)cc2)c1 | -14% | 7% | 4 | 1% | -2 | -8% | -2.5% | 1% | -4%
Cc1nn(-c2ccccc2)c(-n2cccc2)c1C(=O)NCCc1ccc(Cl)cc1 | 3% | 0% | -5 | 3% | 2 | -3% | -1.1% | -13% | -19%
O=C(NNC(=O)c1cc2ccccc2o1)c1ccc(Cl)cc1 | 0%[57.1 µM] | 4% | 2 | 0% | -5 | -2% | 0.4% | -7% | 0%
COc1cccc(C(C(=O)NC2CCCC2)N(CCC(C)C)C(=O)CCC(=O)Nc2cc(C)on2)c1 (stereo not drawn) | 1% | -12% | 1 | -5% | -7 | -3% | 0.3% | 13% | -22%

The list is partial, so the mix of outcomes need not match the whole.
